Assay outcomes (PubChem)
TAAR1 antagonist: human TAAR1 antagonists, primary screen, Fluo-8 calcium fluorescence, CHO RD-HGA16 cells | Trace amine-associated receptor 1 (Homo sapiens), Q96RJ0 | antagonist | inhibition, % at 3 µM | actives 1.5% (n = 360,000) | AID 624466, 2012;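 active = inhibition above a per-plate cutoff, the mean inhibition of test compounds on that plate plus 3 SD, cut at about 49% in these data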;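 also: 0% = DMSO plus EC80 beta-PEA response and 100% = DMSO alone without agonist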
Target sequence (Q96RJ0 whole entry, looked up): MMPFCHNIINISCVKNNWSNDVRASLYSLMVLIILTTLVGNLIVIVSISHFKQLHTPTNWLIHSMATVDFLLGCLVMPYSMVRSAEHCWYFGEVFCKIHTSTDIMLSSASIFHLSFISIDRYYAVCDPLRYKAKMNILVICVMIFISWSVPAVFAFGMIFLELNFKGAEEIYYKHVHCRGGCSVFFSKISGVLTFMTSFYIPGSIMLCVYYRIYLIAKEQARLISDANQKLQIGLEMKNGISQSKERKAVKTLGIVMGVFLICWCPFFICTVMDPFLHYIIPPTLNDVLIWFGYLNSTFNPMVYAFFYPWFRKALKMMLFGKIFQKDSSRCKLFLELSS
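Test system – hTAAR1-expressing CHO RD-HGA16 cells, Gα16-coupled · Reagent – β-PEA at EC80 concentration, post-compound challenge · Compound dosing – 3 µM, single point · Timing – 140 s kinetic read after compound, 140 s after agonist · Detection – Fluo-8 intracellular calcium dye fluorescence, real-time kinetic reads · Control set – DMSO and EC80 PEA controls · Repeats – n of 1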
TAAR1 ag: human TAAR1 agonists, primary screen, Fluo-8 calcium fluorescence, CHO RD-HGA16 cells; Trace amine-associated receptor 1 (Homo sapiens), Q96RJ0; actives 0.99% (n = 360,000); vehicle wells 0%, saturating PEA agonist 100%; activation, % at 3 µM;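 active = activation above the mean activation of all test compounds in the run plus 3 SD, cut at about 38% in these data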
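Signal – calcium-sensitive Fluo-8 signal, excitation 470-495, emission 515-575 nm · System – RD-HGA16 (CHO) cells co-expressing Gα16 and hTAAR1 · Incubation – 17-24 h seeding, 75 min 37 °C dye, 30 min RT · Compound dosing – 3 µM single concentration · Repeats – no replicates (n 1)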
M1 ag parental: counter-screen for M1 agonists: effect in parental CHO-K1 cells; Fluo-8 calcium fluorescence; scaled to maximal ATP response, vehicle zero; activation, % at 3 µM; actives 0.48% (n = 360,000); in the data active = activation above about 15%;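 also: untransfected CHO-K1 host cells lacking M1 receptor as counterscreen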
CHO parental Ca: ATP-evoked calcium signal inhibitors, parental CHO, primary screen, counter-screen for OX1R antagonist project, cell-based, fluorescence, Fluo-8 calcium dye; parental CHO-K1, ATP-induced calcium, Fluo-8 fluorescence; inhibition, % at 5.6 µM; actives 0.63% (n = 330,000); AID 463079, 2010;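 active = inhibition above that plate's mean sample inhibition plus 3 SD, cut at about 26% in these data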;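 also: 0% = ATP-challenged DMSO wells and 100% = DMSO wells without ATP; some compounds past the cut are filed as inactive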
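Material – parental CHO cells · Reagent – ATP stimulus · Compound – single nominal dose of 5.6 µM per compound · Detection – Fluo-8 fluorescence · Read-out basis – percent inhibition of calcium signal · Controls – ATP-challenged DMSO wells low, unchallenged DMSO wells high · Repeats – no replicates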
M1 PAM: human M1 muscarinic receptor positive allosteric modulators, primary screen, CHO-K1 cells, Fluo-8 calcium fluorescence, 1536-well; Muscarinic acetylcholine receptor M1 (Homo sapiens), P11229; CHO-K1 hM1, ACh EC20; 0% = ACh EC20, 100% = maximal ACh; activation, % at 3 µM; actives 0.088% (n = 360,000); in the data active = activation above about 19%, passing the limit was not always enough
Target sequence (P11229 whole entry, looked up): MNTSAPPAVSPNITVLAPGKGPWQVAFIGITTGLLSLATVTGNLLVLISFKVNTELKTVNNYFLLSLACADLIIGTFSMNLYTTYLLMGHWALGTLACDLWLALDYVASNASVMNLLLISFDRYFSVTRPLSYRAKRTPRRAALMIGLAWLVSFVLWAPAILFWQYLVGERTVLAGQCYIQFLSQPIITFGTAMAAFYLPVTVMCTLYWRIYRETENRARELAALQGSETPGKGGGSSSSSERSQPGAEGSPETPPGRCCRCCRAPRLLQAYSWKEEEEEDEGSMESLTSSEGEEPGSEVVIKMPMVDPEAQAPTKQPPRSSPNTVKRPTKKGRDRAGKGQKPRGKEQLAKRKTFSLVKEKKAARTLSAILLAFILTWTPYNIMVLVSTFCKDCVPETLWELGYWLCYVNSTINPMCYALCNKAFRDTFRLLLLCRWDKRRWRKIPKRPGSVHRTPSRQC
M1 antag: human M1 muscarinic receptor antagonists, primary screen, CHO-K1 cells, Fluo-8 calcium fluorescence, 1536-well; CHO-K1 hM1, ACh EC80 antagonist; inhibition, % at 3 µM; actives 1.3% (n = 360,000);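 active = percent inhibition above its own plate's cutoff, namely the mean of that plate's compound wells plus 3 SD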;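 also: peak over basal fluorescence ratio during 140 s after agonist addition; 0% = ACh EC80 plus DMSO and 100% = DMSO alone without agonist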
M1 ag: human M1 muscarinic receptor agonists, primary screen, Fluo-8 calcium fluorescence, CHO-K1 cells, HTS | Muscarinic acetylcholine receptor M1 (Homo sapiens), P11229 | CHO-K1 hM1, agonist mode; 0% DMSO, 100% acetylcholine EC100 | activation, % at 3 µM | AID 588814, 2011 | actives 0.33% (n = 360,000);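 active = activation above the run's mean compound activation plus 3 SD, cut at about 16% in these data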;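 also: peak over basal fluorescence ratio within a 140 s kinetic read after compound addition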
M1 PAM parental: nonselective calcium activators in parental CHO-K1 cells, primary screen, counter-screen for M1 PAM project, cell-based, Fluo-8 calcium fluorescence, full deck, 1536-well | ATP EC20; 0% at ATP EC20, 100% at ATP max | activation, % at 3 µM | actives 0.02% (n = 360,000);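 active = activation above the run cutoff, the mean activation of all test compounds plus 3 SD, cut at about 40% in these data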;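 also: peak over basal fluorescence ratio in a 140 s read after ATP addition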
CHO-K1 Ca antag: counter-screen for M1 antagonists: effect in parental CHO-K1 cells. ATP-induced calcium, Fluo-8 fluorescence. inhibition, % at 3 µM. actives 0.6% (n = 360,000). AID 602250;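 active = inhibition above a per-plate cutoff, the plate's mean sample inhibition plus 3 SD, cut at about 24% in these data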;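 also: 0% = DMSO plus EC80 ATP and 100% = DMSO alone without ATP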
* hit, by the source's call; x = not tested or not shown.

SMILES	TAAR1 antagonist	TAAR1 ag	M1 ag parental	CHO parental Ca	M1 PAM	M1 antag	M1 ag	M1 PAM parental	CHO-K1 Ca antag
Cc1cc(C(=O)CCC(=O)NCC2COc3ccccc3O2)c(C)s1 (stereo unspecified)	-16	-1	-0.2	-8	11	-10	-3	-3	8
O=C(c1ccc2c(=O)n3c(nc2c1)CCC3)N1CCN(S(=O)(=O)c2cccc(F)c2)CC1	-4	0	0.0	-7	-2	5	-8	-6	-2
C#CCOC(=O)CCCC(=O)NCCCCCCCC	22	3	-1.3	-17	-2	-1	-2	8	-3
COC(=O)c1cc(-c2cccc(OC)c2)on1	-24	6	0.2	-3	5	-23	-3	7	-3
COc1cc(/C=N/N(C)C)ccc1OC(=O)c1ccco1	15	4	0.5	-13	4	0	-2	14	-14
Cc1cccc(N2CC34C=CC(O3)C(C(=O)O)C4C2=O)c1 (stereo unspecified)	-1	12	0.5	-13	6	-19	-3	15	-11
COc1cccc(C(=O)NCCS(=O)(=O)NCc2cccnc2)c1	0	0	1.1	2	5	-11	-1	2	-11
Cc1ccc([C@@H]2[C@@H]3C(=O)N(c4ccccc4)C(=O)[C@@H]3[C@]3(C)C(=O)N(Cc4ccccc4)CC(=O)N23)o1	16	2	-0.3	-20	13	-9	-3	18	-10
CC(C)NC(=O)c1cc(-c2ccco2)on1	x	x	1.0	-6	3	-12	-7	10	-5
COc1ccc(N2CCN(S(=O)(=O)c3ccc4c(c3)OCCO4)CC2)cc1	-4	0	1.3	-5	5	-11	-5	13	-18
COC(=O)c1c(NC(C)=O)sc(Cc2ccccc2)c1C	1	21	-0.5	-22	0	-1	2	-9	22
Cc1cccc(OCCc2c(C)[nH]c(=S)[nH]c2=O)c1	-1	1	0.6	14	11	-4	-7	19	-8
COC(=O)[C@]12CCCCC=C1N(Cc1ccco1)C(=O)[C@H](CC(=O)N1CCN(C(=O)c3ccco3)CC1)C2	11	4	3.1	x	x	x	x	12	-7
O=C(CCCOc1ccc(Cl)cc1)N1CCOCC1	11	1	0.4	-17	9	-14	-3	16	-10
COCCn1c(SCC(=O)Nc2ccc3[nH]c(=O)[nH]c3c2)nc2ccccc21	-13	3	0.9	-1	-18	38*	-8	17	-5
O=S(=O)(c1ccc(Cl)s1)N1CCCc2cccc(O)c21	6	11	-0.2	-18	4	-11	-3	16	-8
Nc1nc2n(n1)C(c1ccccc1Cl)CC(c1ccc(F)cc1)N2 (stereo unspecified)	8	5	0.9	-4	11	-15	-2	25	4
CN(Cc1ccccc1)C(NC(=O)c1ccco1)C(Cl)(Cl)Cl (stereo unspecified)	-7	6	0.7	-7	8	-10	-2	17	-16
O=C(O)/C=C/C(=O)Nc1ccc(-c2ccccc2)cc1	-12	0	0.7	-1	9	-7	-9	25	-15
O=C(COc1cccc(F)c1)Oc1ccc(C(=O)c2ccccc2)cc1	2	1	0.4	-2	-1	-2	-5	-3	-5

A few values from above:
Nc1nc2n(n1)C(c1ccccc1Cl)CC(c1ccc(F)cc1)N2 (stereo unspecified) @ M1 PAM: 11
O=C(O)/C=C/C(=O)Nc1ccc(-c2ccccc2)cc1 @ M1 antag: -7

(next part)
SMILES	TAAR1 antagonist	TAAR1 ag	M1 ag parental	CHO parental Ca	M1 PAM	M1 antag	M1 ag	M1 PAM parental	CHO-K1 Ca antag
CNC(=O)CCc1[nH]c2ccccc2c1Sc1ccccc1	-18	10	1.2	-15	-3	0	-5	14	-5
CC(C)(C)C(=O)NC(=S)NNC(=O)c1sc2ccccc2c1Cl	x	x	7.1	40*	-8	17	16	-8	11
CN1CCC(N(C)C(=O)/C(C#N)=C/c2ccccc2)CC1	1	1	6.5	x	-4	15	-4	-3	1
CCn1ccnc1CN(C)C(=O)c1ccc2nc(Cc3ccc(OC)cc3)oc2c1	10	1	0.3	-21	-20	56*	-4	14	-10
Cc1ccc(C)c(N2CCN(C(=O)CCn3c(=S)[nH]c4cc5c(cc4c3=O)OCO5)CC2)c1	3	13	0.9	-3	1	-1	-5	16	-3
Cc1cc(OCC(=O)NCC(C)C)cc(C)c1Br	1	15	0.7	-14	-6	-1	-3	11	-5
CN(c1ccccc1)S(=O)(=O)c1cccc2ccccc12	-9	0	0.1	-6	15	-16	-4	19	-9
NC(=O)C1CCCN(C(=O)c2cccc(NC(=O)c3cccs3)c2)C1 (stereo unspecified)	10	-1	0.7	x	6	-8	-2	16	-8
O=C(Nc1ccc(NC(=O)c2ccc3c(c2)OCCO3)cc1)c1ccccc1	0	8	0.7	-2	1	-3	-8	5	-5
CCOc1ccc(S(=O)(=O)N2CCN(c3ccccc3F)CC2)c2cccnc12	-35	1	-0.1	-17	10	-10	2	14	6

Arranged by length of the SMILES (low to high): 3 of the compounds above
SMILES	TAAR1 antagonist	TAAR1 ag	M1 ag parental	CHO parental Ca	M1 PAM	M1 antag	M1 ag	M1 PAM parental	CHO-K1 Ca antag
CNC(=O)CCc1[nH]c2ccccc2c1Sc1ccccc1	-18	10	1.2	-15	-3	0	-5	14	-5
CN1CCC(N(C)C(=O)/C(C#N)=C/c2ccccc2)CC1	1	1	6.5	x	-4	15	-4	-3	1
CCn1ccnc1CN(C)C(=O)c1ccc2nc(Cc3ccc(OC)cc3)oc2c1	10	1	0.3	-21	-20	56*	-4	14	-10

More results:
SMILES	TAAR1 antagonist	TAAR1 ag	M1 ag parental	CHO parental Ca	M1 PAM	M1 antag	M1 ag	M1 PAM parental	CHO-K1 Ca antag
CCC1CN(C(=O)NCc2ccccc2)c2cc(C)ccc2O1 (stereo unspecified)	-11	-2	3.2	x	5	-7	-4	-1	-8
O=[N+]([O-])c1ccc(O)c(C=Nc2cccc3ncccc23)c1	-15	5	0.6	-5	6	9	-1	-12	10
CCc1nnc(NC(=O)c2cc([N+](=O)[O-])ccc2N2CCOCC2)s1	-1	2	0.9	-12	6	-2	0	7	3
Cc1ccc(C)c(NC(=S)NC(NC(=O)Cc2cccc3ccccc23)C(Cl)(Cl)Cl)c1 (stereo unspecified)	-8	7	0.1	-20	3	-29	3	2	-9
CCOc1ccc(-n2c(=O)c3sccc3n(CC(=O)Nc3cccc(OC)c3)c2=O)cc1	-6	0	-0.2	-20	10	-19	-2	18	-8
COC(=O)C1CCCCN1C(=O)c1cc(COc2cccc3cccnc23)on1 (stereo unspecified)	-2	1	1.7	-3	12	-14	-3	5	9
O=C(/C=C/c1ccccc1Cl)N(Cc1ccc(Cl)cc1)C1CCS(=O)(=O)C1 (stereo unspecified)	-22	1	0.5	-17	-2	0	-6	10	-1
CC(OC(=O)c1ccco1)C(=O)Nc1nc(-c2ccccc2)cs1 (stereo unspecified)	17	2	-0.2	-28	-4	-2	-2	-5	0
Cc1ccc(N2CCN(CCCN3C(=O)C4CCCN4C3=O)CC2)cc1 (stereo unspecified)	-8	6	-0.3	-7	3	-5	-10	8	-5
O=C(CN1CCN(Cc2ccccc2)CC1)N/N=C/c1ccco1	-9	4	0.3	-4	3	-5	-5	8	-6
Cc1ccc(Cl)cc1NC(=O)c1cc(NC(=O)CCCC(=O)O)ccc1N1CCCCC1	-12	0	0.5	-12	3	8	-2	14	-2
O=C(Cc1ccc([N+](=O)[O-])cc1)NCCS(=O)(=O)N1CCN(c2ccccc2)CC1	-9	1	1.7	x	14	-17	1	5	-8
COc1ccccc1Cn1c(=S)[nH]c2ccc(Br)cc2c1=O	-27	-2	0.3	-4	1	-2	2	-5	-4
CN1C(=O)C(C)(C)c2cc(S(=O)(=O)NCc3ccc(Cl)cc3)ccc21	-1	4	-0.3	-11	-12	15	-7	-10	11
COc1cc(CNc2ccc(CNc3ncn[nH]3)cc2)ccc1OCc1ccccc1	8	6	4.4	5	-6	5	-4	23	-5
CC(=O)c1cc2c(cc1NS(=O)(=O)c1ccccc1Br)OCO2	-21	-4	1.6	-3	1	1	-6	6	-6
COc1ccccc1Cn1c(C)c(C(=O)NCc2ccc(C#N)cc2)sc1=O	94*	134*	28*	x	-33	32*	16*	19	-4
CC[C@]12c3[nH]c4ccccc4c3CCN1C(=O)C(CC(=O)NCC13CC4CC(CC(C4)C1)C3)C[C@@H]2C(=O)N1CCN(C(=O)C2CC2)CC1 (stereo partly specified)	13	0	0.4	-19	4	-8	-7	-2	-5
O=C(NCCCCc1ccccc1)c1ccccc1	-20	0	1.8	1	3	4	-4	-10	-8
CN(C)/C=C/c1[nH]c(=O)[nH]c(=O)c1[N+](=O)[O-]	1	0	0.4	-4	-1	-11	-1	1	-2
COc1ccc(OC)c(S(=O)(=O)N2CCCC(C(=O)NCCc3ccccc3)C2)c1 (stereo unspecified)	0	8	2.1	-17	10	-16	-3	-2	-10
CC(C)C(=O)Nc1ccc(NC(=S)NC(=O)c2ccc([N+](=O)[O-])cc2)cc1	-13	17	3.5	1	-3	1	-2	8	0
C/C(=N\Nc1ncc(Cl)cc1Cl)c1ccccn1	x	x	0.9	x	5	-7	-3	3	-12
COc1cc2c(C(=O)N3CCN(C)CC3)c(CSc3ccccc3)n(C)c2cc1Br	x	x	2.9	-9	2	-5	-5	0	1
Cc1c(C)n(Cc2ccc(F)cc2)c2ccc(C(=O)NCCCN3CCOCC3)cc12	-3	3	1.5	-22	-6	11	-5	4	-5
COc1cccc(OCC(=O)NCCS(=O)(=O)N2CCN(c3ccccc3)CC2)c1	-13	2	1.7	x	10	-20	1	-3	-8
COCc1ccc(CN2CCCCC2C(=O)Nc2ccc(Oc3ccccc3)nc2)o1 (stereo unspecified)	-18	3	1.7	-18	-22	47*	-5	14	-9
CSC1=N/C(=C/c2cccnc2)C(=O)N1Cc1ccccc1	-20	-1	2.6	-12	13	-10	0	21	-3
Cc1cccc(-n2c(SCC(=O)N(C)C3CCS(=O)(=O)C3)nc3ccccc3c2=O)c1C (stereo unspecified)	-12	1	1.0	-6	19	2	-6	17	1
COC(=O)c1ccc(COc2ccc3ccc(=O)oc3c2)o1	1	8	-0.1	x	-1	-8	-5	-7	-16
Nc1c2c(nc3ccccc13)CSCC2	-35	4	2.5	-6	0	3	-7	3	-1
CC(C1CC1)N(C(=O)c1ccccc1O)c1ccccc1 (stereo unspecified)	-10	6	0.4	-17	6	-13	-4	17	-11
COc1ccc(C(=O)N2CCC(C(=O)Nc3cccc(C)c3)CC2)cc1OC	-9	7	0.4	-8	1	-13	-4	7	-7
CCOC(=O)[C@H]1[C@H]2COc3ccc(C)cc3[C@@H]2N2C(=O)CN(Cc3ccccc3)C(=O)[C@@]12C	13	7	-0.1	-24	-5	-3	-7	7	-15
CN1C(=O)/C(=C/c2ccccc2Cl)Sc2ccc(C(=O)NCc3cccnc3)cc21	32	5	2.5	-4	-7	-17	-2	-25	11
